# Screening data: PubChem, several laboratories
# CAL PDZ FP-1: inhibitors of human CAL PDZ peptide binding. Q9HD26. purified CAL PDZ, TMR-peptide fluorescence polarization, 1 h. actives 0.92% (n = 300,000). inhibition, % at 24.9 µM. AID 602252;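 active = mean inhibition of at least 30% with at least half of replicates also reaching 30%; inconclusive = no clear call, values can overlap the other calls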;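 note: 0% = DMSO neutral control and 100% = excess unlabeled competitor peptide PRC23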
# Tat transport: E. coli Tat transport inhibition. E. coli MC4100 TorA-mCherry Tat export, fluorescence. inhibition, % at 10 µM. actives 0.036% (n = 340,000);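 active = mean replicate inhibition at least 50% and at least half of replicates individually reaching 50%; inconclusive = only one of the two criteria met; inactive = neither criterion met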;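 note: exported cargo escapes ClpAP degradation while cytoplasmic cargo is degraded and loses fluorescence; 0% = median of neutral control wells and 100% = median of NaSCN control wells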
# CAL PDZ FP-2: human CAL PDZ-peptide interaction inhibition; Q9HD26; purified CAL PDZ, TMR-peptide fluorescence polarization, 1 h; inhibition, % at 20 µM; actives 0.02% (n = 330,000); AID 504414;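 active = highest replicate inhibition of at least 40%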;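 note: plate controls were DMSO neutral control wells for no effect and unlabeled competitor peptide control wells for full effect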
#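 System: purified tagged CAL PDZ domain construct (CerCALP). Schedule: 1 h incubation at room temperature before polarization reading. Medium: 25 mM sodium phosphate pH 7.4, 150 mM NaCl, TCEP, IgG, Thesit. Read-out: percent inhibition from loss of millipolarization. Measured by: FP readout, S and P plane fluorescence. Probe or stimulus: fluorescent TMR peptide probe.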
# MITF TRPM1 HTS: MITF TRPM1 promoter activation in melanoma cells. SK-MEL-5 TRPM1-promoter luciferase, 24 h; % of positive control, neutral wells = 0. activation, % at 12.5 µM. actives 0.75% (n = 300,000). AID 588334;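 active = mean activation of at least 80% with every replicate also reaching 80%; inconclusive = mean reaches 80% but some replicate falls short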;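 note: 0% = neutral control wells and 100% = parthenolide positive control wells; values of inactives mirror those of a sister screen read the other way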
# phage Ecoli inh: E. coli growth loss with phage present; growth absorbance; inhibition, % at 11.9 µM; actives 0.26% (n = 360,000); in the data active = inhibition above about 11%
# AddAB inh: less growth of phage-infected E. coli with AddAB; E. coli expressing H. pylori AddAB, absorbance growth; inhibition, % at 11.9 µM; actives 0.29% (n = 330,000); AID 435030; in the data active = inhibition above about 12%;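 note: 0% = vehicle wells of infected cells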
# Ecoli viability: reduces bacterial viability in AddAB counter-screen. E. coli V3065 growth, OD600 absorbance, 18 h. inhibition, % at 11.9 µM. actives 0.27% (n = 330,000);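 active = inhibition above the campaign's mean inhibition across all tested compounds plus 3 SD, cut at about 9.9% in these data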;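 note: uninfected addAB+ strain grown without phage in ampicillin broth; 0% = DMSO wells and 100% = ciprofloxacin 0.95 µg/ml wells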
# Wnt bcat act: Wnt/beta-catenin pathway activation; AID 743398; activation, % at 9.35 µM; actives 1.2% (n = 300,000); Wnt/beta-catenin reporter cell assay, activator, plate reader; in the data active = activation above about 30%, passing the limit was not always enough; inconclusive = no clear call, values can overlap the other calls;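 note: 0% = neutral control wells and 100% = positive control wells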
# SR-BI DiI inh: inhibitors of mouse SR-BI mediated HDL lipid uptake; Q61009; ldlA[mSR-BI] CHO cells, DiI-HDL uptake fluorescence, 3 h; inhibition, % at 12.5 µM; actives 0.96% (n = 320,000);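 active = mean replicate inhibition of at least 70% and a set share of replicates each scoring 70 or more; inconclusive = meets just one of the two criteria; inactive = fails both criteria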;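 note: 0% = median of neutral control wells and 100% = median of positive control wells; values of inactives mirror those of a sister screen read the other way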
# Target sequence (Q61009 whole entry, looked up): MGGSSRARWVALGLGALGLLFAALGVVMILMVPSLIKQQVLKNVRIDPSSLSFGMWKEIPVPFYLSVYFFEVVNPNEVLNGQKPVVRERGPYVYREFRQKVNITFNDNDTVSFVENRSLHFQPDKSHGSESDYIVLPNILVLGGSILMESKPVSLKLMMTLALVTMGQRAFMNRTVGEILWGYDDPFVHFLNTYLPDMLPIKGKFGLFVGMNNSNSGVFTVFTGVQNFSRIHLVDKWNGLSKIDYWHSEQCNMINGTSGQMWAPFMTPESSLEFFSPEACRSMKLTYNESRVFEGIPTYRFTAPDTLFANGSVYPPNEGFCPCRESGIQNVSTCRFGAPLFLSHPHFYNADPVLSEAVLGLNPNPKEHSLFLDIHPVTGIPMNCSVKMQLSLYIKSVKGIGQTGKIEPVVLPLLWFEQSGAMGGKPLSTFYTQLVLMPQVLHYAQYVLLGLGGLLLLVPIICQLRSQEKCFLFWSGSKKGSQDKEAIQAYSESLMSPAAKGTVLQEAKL
# SR-BI DiI-HDL act: SR-BI HDL lipid transfer activation | CHO ldlA[mSR-BI] cells, DiI-HDL uptake fluorescence, 3 h; 100 = double the neutral-control signal | activation, % at 12.5 µM | actives 0.096% (n = 320,000) | AID 504775;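 active = mean replicate activation of at least 60% and every replicate at or above 60%; inconclusive = mean or all-replicate condition met, but not both; inactive = mean below 60% and not all replicates reaching 60%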;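 note: 0% = median plate neutral-control signal and 100% = twice that signal; values of inactives mirror those of a sister screen read the other way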
#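 Test system: SR-BI-overexpressing, LDLR-lacking CHO cells; Also added: labelled HDL, 10 µg/mL; Measured by: bottom-read cell fluorescence after medium removal, ex 550/em 595 nm; Timing: 3 h uptake period with compound, 37 °C; Buffer or medium: F12, 0.5% BSA, 25 mM HEPES; Doses: single compound concentration, delivered by pin transfer.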
# * marks the source's active call; other numbers are inactive results; ? = inconclusive; nt = no result given.
cpd	structure	phage Ecoli inh	Tat transport	AddAB inh	SR-BI DiI inh	Ecoli viability	CAL PDZ FP-1	Wnt bcat act	CAL PDZ FP-2	SR-BI DiI-HDL act	MITF TRPM1 HTS
1	O=C(Cc1ncc(C(F)(F)F)cc1Cl)NNc1cccc(F)n1	-2.5	4	-0.4	6	-0.3	5	4	0.4	-6	6
2	COc1cccc(CC(=O)N(CCC2=CCCCC2)c2c(N)n(Cc3ccccc3)c(=O)[nH]c2=O)c1	5.8	4	0.8	1	-1.8	nt	-1	-0.7	-1	13
3	CC1CCC(NC(=O)CCS(=O)(=O)c2ccc3c(c2)CC(C)N3C(=O)C2CC2)CC1 (centres undefined)	0.8	6	0.3	15	-2.8	-1	1	-0.4	-15	-1
4	O=C(c1cccc(N2C(=O)C3C4C=CC(C4)C3C2=O)c1)N1CCCc2ccccc21 (centres undefined)	-0.5	-2	1.3	21	-0.2	-11	-1	-0.9	-21	-9
5	COc1ccc(CN2CCCC(CNC(=O)c3ccc(F)cc3)C2)c(C)c1C (centres undefined)	5.3	8	-3.2	-19	0.9	-4	0	-4.5	19	0
6	Fc1ccc(CSc2nnc(-c3cnccn3)n2Cc2ccco2)cc1	1.7	8	-1.3	6	-2.2	nt	nt	0.2	-6	12
7	Clc1ccc(-c2csc(-c3ccno3)n2)cc1	2.8	6	4.0	0	0.2	-2	0	-1.0	0	29
8	Cc1ccc(C(=O)NCc2cccc(C(F)(F)F)c2)cc1S(=O)(=O)N1CCCCC1	4.5	-4	nt	12	nt	-2	-3	-1.1	-12	-9
9	COc1cccc(N2CCN(c3ccc4nnc(CCC(=O)Nc5ccccn5)n4n3)CC2)c1	0.1	3	2.5	-18	-1.9	-3	1	-0.5	18	-8
10	COc1ccc(Cl)cc1N(C(=O)c1ccco1)C(C(=O)NC1CCCC1)c1cccnc1 (centres undefined)	0.9	-7	0.8	0	0.6	-3	1	0.2	0	-10

# At a glance, 2 of the compounds above.
cpd	structure	phage Ecoli inh	Tat transport	AddAB inh	SR-BI DiI inh	Ecoli viability	CAL PDZ FP-1	Wnt bcat act	CAL PDZ FP-2	SR-BI DiI-HDL act	MITF TRPM1 HTS
9	COc1cccc(N2CCN(c3ccc4nnc(CCC(=O)Nc5ccccn5)n4n3)CC2)c1	0.1	3	2.5	-18	-1.9	-3	1	-0.5	18	-8
10	COc1ccc(Cl)cc1N(C(=O)c1ccco1)C(C(=O)NC1CCCC1)c1cccnc1 (centres undefined)	0.9	-7	0.8	0	0.6	-3	1	0.2	0	-10

# More compounds follow:
cpd	structure	phage Ecoli inh	Tat transport	AddAB inh	SR-BI DiI inh	Ecoli viability	CAL PDZ FP-1	Wnt bcat act	CAL PDZ FP-2	SR-BI DiI-HDL act	MITF TRPM1 HTS
11	CCCCC(=O)Nc1nc2ccc3nc(C)sc3c2s1	-0.4	0	0.1	32	0.6	nt	2	-7.0	-32	52
12	Cc1cc(Cl)c2oc(C(=O)N(C)CCCN3CCOCC3)c(C)c2c1	0.9	-12	4.5	21	-1.2	13	2	-3.6	-21	18
13	CCN1CCN(c2cc(C)c3cc(NC(=O)c4cccs4)ccc3n2)CC1	3.8	-3	1.1	nt	1.2	3	9	1.8	nt	57
14	CCOc1cc(C(=O)NCCC(=O)N2CCC3(CC2)NCCc2[nH]cnc23)cc(OCC)c1OCC	0.5	-9	2.7	-19	-0.6	-5	2	-1.7	19	2
15	COc1cc(S(=O)(=O)NCc2ccncc2)c(OC)cc1Cl	2.5	-5	0.3	62	0.8	0	12	0.2	-62	-12
16	CCc1ccc(C(=O)COC(=O)c2n[nH]c3ccccc23)cc1	2.5	1	5.8	28	-0.7	-2	20	-1.1	-28	53
17	C=CCn1c(-c2ccc3[nH]c(C)c(C)c3c2)n[nH]c1=S	1.0	-4	4.2	30	0.8	-2	-4	0.9	-30	3
18	COc1cccc(C(=O)Cn2c(NCCCO)nc3ccccc32)c1	0.6	3	-0.3	-11	3.1	0	0	-0.7	11	-15
19	O=C(COC(=O)c1cc(S(=O)(=O)N2CCOCC2)ccc1Cl)Nc1ccccc1Cl	1.8	9	nt	23	nt	-1	0	-1.9	-23	-7
20	Cc1ccc(-c2n[nH]c(=S)n2/N=C/c2cc3c(cc2[N+](=O)[O-])OCO3)cc1	1.6	-16	2.8	11	-0.7	3	-2	2.1	-11	4

# Additional entries follow.
cpd	structure	phage Ecoli inh	Tat transport	AddAB inh	SR-BI DiI inh	Ecoli viability	CAL PDZ FP-1	Wnt bcat act	CAL PDZ FP-2	SR-BI DiI-HDL act	MITF TRPM1 HTS
21	Cn1nc(CC(=O)NC2CCCCCC2)c2ccccc2c1=O	1.3	-5	2.5	-8	0.3	-2	-2	0.7	8	-19
22	COC(=O)c1ccc(OCC(O)CNC2CCCC2)cc1 (centres undefined)	2.1	-5	0.0	-9	0.0	6	-1	-0.8	9	nt
23	Cc1cc2ccccn2c1C(=S)NC(=O)c1ccccc1	2.2	8	3.1	-17	-1.4	-1	4	0.5	17	-22
24	O=C(CCc1nc(-c2ccccc2F)no1)Nc1cccnc1	1.7	-7	3.4	-9	3.6	3	-2	-3.4	9	-13
25	C/C(=N\OC(=O)Nc1ccccc1)c1cnn(-c2cc(C(F)(F)F)cc(C)n2)c1C	-1.2	-14	-1.0	-11	-2.4	nt	5	-0.1	11	-4
26	NC1=NC[C@H](Cc2ccc(O)cc2)N1CCc1cccc2ccccc12	3.0	-2	5.9	7	0.8	-3	-4	-1.3	-7	-2
27	O=C(Nc1cccc(-n2cnnn2)c1)c1cc(Cl)ccc1Cl	1.2	-2	3.1	21	-0.4	-4	0	-2.5	-21	11
28	CCC1Sc2ccccc2N(CC(=O)NCc2ccc3c(c2)OCO3)C1=O (centres undefined)	3.4	-3	-2.0	16	2.0	-3	nt	-2.2	-16	7
29	O=C(Nc1ccn(Cc2ccccc2F)n1)c1ccc(COc2ccccc2Cl)cc1	2.0	-4	1.9	51	0.6	nt	nt	-2.7	-51	-13
30	c1cc(-c2nn[nH]n2)ccc1CN1CCCCC1	2.9	14	2.0	-6	-1.4	1	nt	0.6	6	2

# (cont.)
cpd	structure	phage Ecoli inh	Tat transport	AddAB inh	SR-BI DiI inh	Ecoli viability	CAL PDZ FP-1	Wnt bcat act	CAL PDZ FP-2	SR-BI DiI-HDL act	MITF TRPM1 HTS
31	Cc1ccn2c(NC3CCCC3)c(-c3ccncc3)nc2c1	1.8	3	0.0	31	-0.4	18	2	-0.6	-31	-11
32	CNC(=O)COC(=O)/C=C/c1cccs1	-1.2	1	1.3	-17	1.8	-1	10	-1.3	17	-4
33	CC(C)[C@H](NS(=O)(=O)c1ccc2c(c1)OCCO2)C(=O)OCC(=O)Nc1cccc(Cl)c1Cl	1.0	-2	4.6	13	-0.1	0	nt	-1.2	-13	-1
34	NS(=O)(=O)c1ccc(CCNc2cc(=O)n(Cc3ccc(F)cc3)c(=O)[nH]2)cc1	-2.7	-2	-2.5	-26	-1.0	-6	nt	nt	26	4
35	Cc1ccc(-n2c(C)nc3c(cnn3-c3ccccc3Cl)c2=O)cc1C	3.1	3	4.1	19	1.1	-4	-3	-0.6	-19	-3
36	NCCCC[C@H]1CNC(=O)C(=O)N1CC1CCCCC1	1.7	-44	3.1	-8	-1.0	-2	-5	-0.6	8	-2
37	Clc1ccc2c(c1)C1=C(C(c3ccncc3)O2)C(c2ccc(Br)cc2)n2ncnc2N1 (centres undefined)	1.8	3	-0.9	5	0.1	nt	nt	-3.3	-5	-13
38	Cc1nn(-c2ccc(Cl)cn2)c2c1C(=O)CC(C)(C)C2Br (centres undefined)	3.6	1	nt	nt	nt	15	-5	-0.2	nt	4
39	CCC(NC(=O)NCc1ccccc1)(C(F)(F)F)C(F)(F)F	1.8	-1	1.6	12	1.7	0	-2	-1.4	-12	8
40	CCN1CCc2c(OCC(=O)N3CCC(C)CC3)cccc2C1=O	-0.6	-4	-3.4	2	-2.5	-2	0	-1.9	-2	16

# Some of these compounds in order of length of the SMILES, rising:
cpd	structure	phage Ecoli inh	Tat transport	AddAB inh	SR-BI DiI inh	Ecoli viability	CAL PDZ FP-1	Wnt bcat act	CAL PDZ FP-2	SR-BI DiI-HDL act	MITF TRPM1 HTS
32	CNC(=O)COC(=O)/C=C/c1cccs1	-1.2	1	1.3	-17	1.8	-1	10	-1.3	17	-4
31	Cc1ccn2c(NC3CCCC3)c(-c3ccncc3)nc2c1	1.8	3	0.0	31	-0.4	18	2	-0.6	-31	-11
40	CCN1CCc2c(OCC(=O)N3CCC(C)CC3)cccc2C1=O	-0.6	-4	-3.4	2	-2.5	-2	0	-1.9	-2	16
38	Cc1nn(-c2ccc(Cl)cn2)c2c1C(=O)CC(C)(C)C2Br (centres undefined)	3.6	1	nt	nt	nt	15	-5	-0.2	nt	4
35	Cc1ccc(-n2c(C)nc3c(cnn3-c3ccccc3Cl)c2=O)cc1C	3.1	3	4.1	19	1.1	-4	-3	-0.6	-19	-3

# (next part)
cpd	structure	phage Ecoli inh	Tat transport	AddAB inh	SR-BI DiI inh	Ecoli viability	CAL PDZ FP-1	Wnt bcat act	CAL PDZ FP-2	SR-BI DiI-HDL act	MITF TRPM1 HTS
41	CCOC(=O)c1cccc(-n2c(C)cc(C=O)c2C)c1	3.5	1	4.3	-10	3.0	-3	3	-2.2	10	14
42	CC1CCCCN1C(=O)C(=O)c1cn(CC(=O)N2CCCCCC2)c2ccccc12 (centres undefined)	-0.1	1	-1.7	-11	0.8	-4	-1	-1.4	11	-9
43	COc1ccc(NCc2ccccc2[N+](=O)[O-])cc1OC	1.0	-7	1.9	-28	2.2	1	0	0.5	28	-5
44	O=C1CCC[C@@H]2Cc3nc4ccccc4cc3[C@@H]3CCN1[C@H]23	1.7	0	nt	-4	nt	2	4	0.0	4	1
45	CCOC(=O)N1CCN(Cc2nc3c(c(=O)n(C)c(=O)n3C)n2CCC(C)C)CC1	1.3	8	-1.2	-21	-2.7	nt	-3	-0.8	21	nt
46	COc1cc(OC)cc(C(=O)Nc2sc3c(c2C(N)=O)CCC3)c1	1.2	15	0.2	nt	-2.0	0	-3	-0.7	nt	52
47	C=CCN(CC=C)C(=S)NC(=O)/C=C/c1ccccc1	0.6	-5	-0.7	-10	-1.1	-8	3	-0.6	10	3
48	Cc1ccc(C(=O)N/C(=C\c2cn(S(=O)(=O)N(C)C)c3ccccc23)C(=O)NCCCN2CCOCC2)cc1	-0.9	?	1.2	-6	-2.2	-5	1	-1.2	6	11
49	Cc1cc(S(=O)(=O)Nc2cccnc2)c(C)s1	0.5	-1	-1.8	-4	-1.8	-1	-3	0.4	4	-5
50	COc1ccc(CCNC(=O)C2CC(c3ccccc3F)=NO2)cc1 (centres undefined)	4.1	-3	-0.8	nt	-0.4	-4	11	0.4	nt	8
51	COC(=O)C1(S(=O)(=O)C2(C(=O)OC)CCCC2)CCCC1	2.3	?	0.3	-17	1.0	-5	nt	-2.7	17	17
